L major viab: Leishmania major promastigote growth inhibition, primary screen; inhibition, % at 10 µM; 200,000 compounds, 9% hits; Leishmania major promastigotes, resazurin fluorescence viability; in the data active = inhibition above about 50%;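 also: promastigotes grown with compound for 44 hours at 28 °C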
PPARg SRC2 recr: agonists of PPARg-SRC-2 recruitment, primary screen, biochemical, HTS. Peroxisome proliferator-activated receptor gamma (Homo sapiens), P37231. PPARgamma LBD-SRC-2 recruitment. activation, % at 8 µM. 200,000 compounds, 0.34% hits. AID 1032, 2008; in the data active = activation above about 22%;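 also: 0% = vehicle and 100% = reference agonist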
PPARg SRC3 recr: PPARgamma agonists recruiting SRC-3 coactivator, primary screen, biochemical. Peroxisome proliferator-activated receptor gamma (Homo sapiens), P37231. biochemical PPARgamma/SRC-3 coactivator recruitment assay. activation, % at 8 µM. 200,000 compounds, 0.26% hits. AID 731, 2007; in the data active = activation above about 23%;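 also: 0% = DMSO and 100% = reference agonist; some compounds past the cut are filed as inactive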
Redox H2O2 prof: compounds producing H2O2 with reducing agent – biochemical, NIH compound library profiling, artefact control for MLSCN library redox annotation, primary screen; DTT-dependent redox cycling H2O2, phenol red/HRP absorbance; 100% = 100 µM peroxide control, 0% = buffer; activation, % at 10 µM; 200,000 compounds, 0.03% hits; AID 878, 2007;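 active = activation of at least 50% relative to the plate's high and low controls in the primary single-dose screen; inactive = activation below 50%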;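 also: compound incubated with DTT at 0.8 mM final as the reducing agent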
bIAP inh: bovine intestinal alkaline phosphatase inhibitors, primary screen, selectivity assay for TNAP inhibitor project, biochemical, bovine IAP, CDP-star luminescence. inhibition, % at 20 µM. purified bovine IAP, 30 min. 190,000 tested, under 10 active;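 active = over 50% inhibition of intestinal alkaline phosphatase at 20 µM in the single-dose screen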
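Assay system: bovine IAP enzyme; medium: DEA buffer 100 mM, pH 9.8, with MgCl2 1.0 mM, ZnCl2 0.02 mM; doses: 20 µM single dose; incubation: enzyme reaction for 30 min at room temperature; detection: CDP-star luminescence signal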
TLR4-MyD88 BLA: inhibitors of TLR4-MyD88 association in cells, primary screen, cell-based, HeLa CL3-4, BLA complementation, FRET ratio. 200,000 compounds, 0.18% hits. inhibition, % at 8.4 µM. HeLa CL3-4 TLR4/MyD88 BLA complementation. Toll-like receptor 4 (Homo sapiens) + Myeloid differentiation primary response protein …; in the data active = inhibition above about 25%;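 also: 0% = vehicle and 100% = reference inhibitor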
Target sequence (O00206 whole entry, looked up): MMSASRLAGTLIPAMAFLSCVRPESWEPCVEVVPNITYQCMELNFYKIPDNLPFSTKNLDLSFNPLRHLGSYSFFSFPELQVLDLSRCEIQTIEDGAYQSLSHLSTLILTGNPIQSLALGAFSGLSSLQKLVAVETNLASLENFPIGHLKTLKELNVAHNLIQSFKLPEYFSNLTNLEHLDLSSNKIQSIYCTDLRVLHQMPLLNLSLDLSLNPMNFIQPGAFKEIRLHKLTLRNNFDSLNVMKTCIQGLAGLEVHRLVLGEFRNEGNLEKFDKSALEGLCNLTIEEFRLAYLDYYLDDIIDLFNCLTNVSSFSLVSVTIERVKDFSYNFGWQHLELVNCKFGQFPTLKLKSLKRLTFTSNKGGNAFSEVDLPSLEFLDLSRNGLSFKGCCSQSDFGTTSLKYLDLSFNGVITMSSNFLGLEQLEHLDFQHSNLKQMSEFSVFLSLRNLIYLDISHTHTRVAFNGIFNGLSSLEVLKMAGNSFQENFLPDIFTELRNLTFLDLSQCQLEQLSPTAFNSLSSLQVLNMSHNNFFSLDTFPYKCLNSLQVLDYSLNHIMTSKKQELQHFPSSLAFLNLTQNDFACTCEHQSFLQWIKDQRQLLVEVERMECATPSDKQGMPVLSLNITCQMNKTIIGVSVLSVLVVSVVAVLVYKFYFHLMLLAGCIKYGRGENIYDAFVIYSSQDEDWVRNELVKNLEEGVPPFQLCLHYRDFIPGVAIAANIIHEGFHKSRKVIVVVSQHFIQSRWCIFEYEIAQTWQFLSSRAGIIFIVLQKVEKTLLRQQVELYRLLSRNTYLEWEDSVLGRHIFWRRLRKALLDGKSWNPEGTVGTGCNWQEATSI
Target sequence (Q99836 whole entry, looked up): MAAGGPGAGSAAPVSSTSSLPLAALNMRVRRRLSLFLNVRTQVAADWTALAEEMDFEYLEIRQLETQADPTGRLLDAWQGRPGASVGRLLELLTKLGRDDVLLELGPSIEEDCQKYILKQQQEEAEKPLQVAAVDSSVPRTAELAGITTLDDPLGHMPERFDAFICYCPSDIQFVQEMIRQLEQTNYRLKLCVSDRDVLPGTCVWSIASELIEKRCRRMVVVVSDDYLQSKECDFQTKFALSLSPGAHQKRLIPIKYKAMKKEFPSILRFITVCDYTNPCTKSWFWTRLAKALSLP
SRC2 TRFRET art: TR-FRET signal artefacts, primary screen, artefact control for PPARgamma SRC-2 agonist project, biochemical; TR-FRET ratio at 8 µM; 200,000 compounds, 0.4% hits; TR-FRET artefact counter-screen; active compounds read high; in the data active = TR-FRET ratio above about 2000; also: inactives centre near 1500
ROMK mod: ROMK potassium channel modulators, primary screen, cell-based, thallium flux, MLSMR library; 130,000 compounds, 2% hits; ATP-sensitive inward rectifier potassium channel 1 (Homo sapiens), P48048; AID 1918, 2009; Tet-inducible ROMK, thallium flux fluorescence; actives lie on both sides; B-score at 10 µM;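 active = signal ratio slope over the read window, or its plate-corrected B-score, at least 3 SD from the plate mean, either direction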;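 also: B-score of the F/F0 ratio slope over 7 to 12 s after thallium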
PPARg SRC-1 ag: PPARgamma agonists recruiting SRC-1 coactivator, primary screen, biochemical | PPARgamma-SRC-1 coactivator recruitment biochemical assay | 200,000 compounds, 0.41% hits | activation, % at 8 µM | AID 631, 2007 | Peroxisome proliferator-activated receptor gamma (Homo sapiens), P37231; in the data active = activation above about 19%;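 also: 0% = DMSO and 100% = reference agonist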
S1P3 antagonist: S1P3 receptor antagonists, primary screen, cell-based; inhibition, % at 4.98 µM; 170,000 compounds, 0.27% hits; CHO S1P3 NFAT-BLA reporter, FRET fluorescence, antagonist mode; Sphingosine 1-phosphate receptor 3 (Homo sapiens), Q99500;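 active = inhibition above the plate cutoff, the mean inhibition of test wells on that plate plus 3 SD, cut at about 28% in these data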;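 also: cells challenged with S1P at its EC80 of 0.8 µM; blue over green emission ratio from cleaved BLA substrate after 4 h stimulation; 0% = S1P-stimulated wells and 100% = unstimulated DMSO-only wells; some compounds past the cut are filed as inactive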
bIAP activator: bovine intestinal alkaline phosphatase activators, primary screen, biochemical, bovine IAP, CDP-star luminescence | activation factor at 20 µM | purified bovine IAP, 30 min; active compounds read high; fold of DMSO-control signal, blank-subtracted | 200,000 compounds, 0.17% hits | alkaline phosphatase, intestinal [Bos taurus];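 active = activation factor of 2 or more at 20 µM, a signal rise over negative controls twice the positive control's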
Active calls of the source: *; . = no result given.

SMILES	L major viab	PPARg SRC2 recr	PPARg SRC3 recr	Redox H2O2 prof	bIAP inh	TLR4-MyD88 BLA	SRC2 TRFRET art	ROMK mod	PPARg SRC-1 ag	S1P3 antagonist	bIAP activator
O=C(Nc1cccc2ccccc12)N1CC=C(c2ccccc2)CC1	-6.2	4.7	9.4	0.0	5.8	-3.0	1686	0.93	3.1	.	0.9
COc1ccc(NC(=O)C23CCC(C)(C(=O)C2)C3(C)C)cc1 (stereo not drawn)	-3.9	3.1	-11.6	2.3	7.4	1.5	1427	0.963	0.0	20.4	0.9
O=C(Nc1nc(-c2ccc(F)c(F)c2)cs1)c1ccc(OCC2CCCO2)cc1 (stereo not drawn)	-5.2	2.3	-5.8	0.7	-14.0	0.0	1585	.	11.8	-7.5	1.1
CC(=O)N1CCc2cc(S(=O)(=O)NCCC(=O)NC3CCCc4ccccc43)ccc21 (stereo not drawn)	2.1	3.6	18.0	-1.5	-16.7	-0.8	1477	-1.03	-2.4	-24.6	1.2
COc1ccc(C(=O)OCC(=O)NC2CC2)cc1S(=O)(=O)N1CCOCC1	-12.4	4.3	-2.1	-0.2	4.6	-6.7	1605	-0.116	-3.0	-4.9	1
O=C(NNc1nc(N2CCOCC2)nc(N2CCOCC2)n1)Nc1ccc(Cl)cc1	6.6	7.3	5.3	-0.9	-2.1	6.6	1548	-1.24	0.0	-7.7	1
CCn1ncc(Br)c1C(=O)Nc1ncc(C)s1	-1.6	-8.9	-4.3	-0.1	5.8	0.4	1384	-0.63	-2.8	-3.5	0.9
CSc1cccc(NC(=S)N2CCC(N(C)C(C)C)CC2)c1	62.2*	-14.8	-6.5	-2.1	-1.0	20.1	1511	-1.41	5.5	4.0	1
CN(C)C(=O)c1ccc(Cl)cc1[N+](=O)[O-]	-0.2	-2.2	0.2	-0.7	-5.5	-6.4	1668	-0.517	1.8	-1.9	1.1
O=C(CSc1nc2ccccc2c(=O)n1CCCC(=O)N1CCCC1)NCc1ccco1	-2.2	1.7	-0.4	0.6	-0.5	0.0	1741	.	7.5	.	1
COCc1cc(C)nc(NC2CCCCC2)c1C#N	-3.0	5.8	7.5	0.4	8.1	3.2	1739	.	2.9	-13.3	0.9
COc1ccc(NS(=O)(=O)Cc2ccccc2Cl)cn1	-9.7	-12.2	5.5	1.6	-4.2	-1.5	1453	-1.68	7.3	-4.0	1
COC(=O)[C@H](CCSC)NC(=O)Nc1ccc(OC)cc1OC	-2.5	-2.6	-4.0	-2.4	3.8	-12.8	1426	.	-3.6	.	1
C=CCn1c(=O)/c(=C/c2ccc(C)o2)s/c1=C(/C#N)C(=O)c1ccccc1	-5.2	-3.2	6.2	1.9	19.1	10.0	1648	.	0.2	3.0	0.8
C=CCNC(=O)C1CC(=O)N(c2ccc(OCC(=O)Nc3ccccc3)cc2)C1 (stereo not drawn)	-7.0	7.1	3.2	0.8	14.7	15.7	1642	0.795	5.1	-23.2	0.9
CCOC(=O)c1c[nH]c2nc(C)ccc2c1=O	6.0	-2.6	1.9	0.9	-3.4	8.3	1542	0.137	2.5	9.3	1
O=C1N=C(N2CCOCC2)S/C1=C/c1cccs1	-4.6	2.2	-0.1	-2.7	5.2	-7.9	1623	.	-3.5	.	0.9
CON1C(=O)C(=O)N(OC)C2CCCCC21 (stereo not drawn)	13.9	5.6	-14.2	-3.9	-3.7	-8.4	1575	.	3.7	.	1
Oc1ccc(O)c(Cc2nc3ccccc3s2)c1	-5.7	1.8	-1.1	-0.2	-5.3	7.0	1735	0.255	3.6	-18.8	1.1
CCOc1ccc(C(=O)NCc2ccncc2)cc1OCC	-8.5	4.5	0.9	1.2	-0.3	1.2	1494	-0.279	7.4	-63.1	1
CS(=O)(=O)N(CC(=O)NCCC1=CCCCC1)C1CCCCC1	3.7	-7.4	-2.8	-3.1	2.4	-8.2	1553	-0.338	-5.5	18.9	1
Clc1nnc(NN=C2CCCC2)c2ccccc12	-5.7	1.2	1.9	0.5	9.8	-6.8	1747	-0.0576	11.1	4.6	0.9
O=C(C1CCN(S(=O)(=O)c2cccs2)CC1)N(c1ccccn1)C1CCCCC1	3.8	0.0	-1.8	-0.3	1.8	-0.6	1549	0.247	9.1	-2.5	1
Cc1cc(C(=O)OCC(=O)c2ccc(Br)s2)no1	-1.4	89.7*	123.1*	1.8	5.0	2.6	2269*	0.393	65.0*	-9.8	0.9
CC(C)c1ccc(NC(=O)C(c2ccccc2)N(C)C(=O)c2cnccn2)cc1 (stereo not drawn)	4.1	-3.4	-0.5	-1.0	5.9	-10.5	1856	-0.0816	5.1	-4.1	0.9

Following part:
SMILES	L major viab	PPARg SRC2 recr	PPARg SRC3 recr	Redox H2O2 prof	bIAP inh	TLR4-MyD88 BLA	SRC2 TRFRET art	ROMK mod	PPARg SRC-1 ag	S1P3 antagonist	bIAP activator
O=C(O)c1ccc2nc(-c3ccccc3)c(-c3ccccc3)nc2c1	28.9	-1.9	-2.0	0.3	-25.1	13.1	1596	.	1.4	3.0	1.3
O=C(O)C1C(c2ccccc2)C(C(=O)OCc2ccco2)C1c1ccccc1 (stereo not drawn)	-7.6	0.6	-3.8	0.1	-2.7	-4.0	1386	0.0882	-0.5	-13.6	1
Cc1ccc(OCc2ccc(C(=O)O)o2)c([N+](=O)[O-])c1	-7.9	0.4	-2.4	0.3	10.7	-3.7	1525	.	1.0	-6.8	0.9
CCCC(=O)OCCNc1cc(Sc2nc3ccccc3[nH]2)c2nonc2c1[N+](=O)[O-]	52.8*	-9.2	-4.3	0.1	-251.2	22.4	1380	-2.88	0.2	-7.5	3.5*
Cc1ccc(/C=C/C(=O)N2CCCC(C)C2)cc1 (stereo not drawn)	-5.6	3.6	-0.7	0.0	16.1	-9.5	1569	.	5.1	13.4	0.8
CCN(CC)S(=O)(=O)c1ccc2oc(C(=O)NC3CCCc4ccccc43)c(C)c2c1 (stereo not drawn)	42.6	4.5	11.6	0.6	-1.2	-11.3	1756	0.0609	1.5	.	1
COc1ccc(C(=O)NC(=S)Nc2cccnc2)cc1OC	-5.3	1.0	-3.4	-0.2	-2.3	-1.5	1237	1.08	-11.7	-12.5	1
O=C(Nc1ccc(NC(=O)c2cccs2)c(Cl)c1)c1ccco1	58.8*	13.0	5.8	0.4	6.7	-2.3	1527	-1.32	-0.6	4.1	0.9
C=CCS(=O)(=O)c1cccc2cccnc12	2.9	0.7	3.0	-0.5	5.8	-11.3	1595	0.125	2.4	-0.2	0.9
CC1(C(=O)NC2CCCC2)CCC(=O)N1Cc1ccccc1 (stereo not drawn)	-6.7	3.0	4.3	2.3	5.5	-2.0	1363	.	-2.2	-5.4	0.9
O=C(O)CCn1cnc2ccccc2c1=O	0.6	-1.6	-8.4	0.7	-24.0	3.6	1559	0.309	-1.4	10.5	1.2
Cc1ccc(-c2csc3nnc(SCC(=O)N4CCN(Cc5ccccc5)CC4)n23)cc1	12.0	0.6	3.9	0.8	1.9	3.0	1726	.	5.1	14.9	1
CC(C)NC(=O)NC(=O)CSc1ccccc1F	-7.5	-3.7	38.2*	0.2	2.4	5.5	1669	.	-1.9	-3.1	1
O=C(Nc1ccc(N2CCN(Cc3ccccc3)CC2)cc1)c1ncn[nH]1	10.2	11.7	10.9	-0.9	-58.6	-4.7	1565	.	1.7	14.4	1.6
Cc1cccc(C(=O)OCC(=O)NCCCc2ccccc2)c1	-3.2	-2.5	3.7	-0.8	-4.2	-5.1	1552	-0.669	-3.6	-15.4	1
CCOC(=O)n1c(=O)n(Cc2ccccc2)c2ccccc21	-7.8	4.8	9.4	-1.0	13.3	-1.1	1654	.	4.2	.	0.9
COc1cccc(/C=C2\SC(=S)N(NC(=O)c3ccncc3)C2=O)c1	11.2	10.2	-2.2	-0.3	-6.4	7.6	1633	.	2.5	6.2	1.1
COc1ccccc1OCCCCNC(C)(C)C	5.5	1.3	-11.4	1.3	10.5	2.7	1530	0.0491	4.8	-15.8	0.9
COc1cc2c(cc1NS(=O)(=O)N1CCCC1)oc1ccccc12	99.6*	7.1	13.3	-2.7	15.7	-1.9	1677	.	0.6	.	0.8
CCOc1ccc(-c2cc(N)n(S(=O)(=O)c3ccc(OC)cc3)n2)cc1	-4.9	2.5	15.2	-1.5	11.0	3.4	1663	.	9.4	.	0.9
O=C(CCc1nc2ccccc2[nH]1)N1CCc2ccccc2C1	6.2	-7.9	4.2	0.4	-34.8	-5.0	1501	-0.536	-5.1	-36.4	1.3
COC(=O)CCC(=O)COc1ccccc1C#N	-1.6	-1.6	3.3	0.6	4.9	-0.2	1530	0.975	-2.4	-7.2	1
Cc1cc(C(=O)CSc2nc3ccccc3[nH]2)c(C)n1C	5.6	2.1	1.0	2.7	-27.7	-2.9	1447	.	2.9	-7.6	1.3
CSc1ccccc1C(=O)Nc1cccc([N+](=O)[O-])c1	-3.8	8.3	-0.1	-0.3	4.8	-17.3	1569	-0.639	1.8	-7.6	1
CC(C)NC(=O)CN(Cc1ccccc1)S(=O)(=O)c1ccccc1	-7.9	-0.8	2.0	-2.1	-2.4	-4.5	1539	-0.026	-1.9	-62.6	1

The list continues:
SMILES	L major viab	PPARg SRC2 recr	PPARg SRC3 recr	Redox H2O2 prof	bIAP inh	TLR4-MyD88 BLA	SRC2 TRFRET art	ROMK mod	PPARg SRC-1 ag	S1P3 antagonist	bIAP activator
Cc1ccc(S(=O)(=O)NCCCCCC(=O)Nc2cccc(C)c2)cc1	5.4	0.2	3.9	-0.2	9.3	-17.3	1473	-0.0809	5.2	4.9	0.9
CCOC(=O)c1ccc(NC(=S)N2CCCC(C(=O)OCC)C2)cc1 (stereo not drawn)	-5.3	8.1	4.5	-1.1	-5.3	-5.6	1738	0.00853	8.3	4.3	1.1
Cc1cccc(CSc2ccc3nnc(-c4cccs4)n3n2)c1	-3.3	-0.6	-6.0	1.4	3.4	3.2	1557	.	1.4	-10.7	1
CC(C)(C)c1ccc(OCC(O)CS(=O)(=O)c2ccccn2)cc1 (stereo not drawn)	3.4	-9.6	-19.2	0.1	3.7	3.8	1429	-0.224	3.4	6.8	1
O=C1C=C(NCc2ccco2)C2(CCCCC2)O1	-3.5	0.3	-15.6	0.8	4.1	2.8	1456	0.0613	-1.1	-52.7	1
COc1ccc(NC(=O)Nc2cc(F)ccc2C)cc1	4.6	-2.1	-1.7	-0.6	-7.1	1.6	1608	-1.89	1.5	8.1	1.1
COc1ccc(S(=O)(=O)Nc2ccc3c(c2)CCC3)cc1	13.3	9.5	-2.2	-1.5	9.4	-11.8	1618	-1.75	-5.0	-1.2	0.9

High-throughput results deposited in PubChem BioAssay by several laboratories.

Compounds as they come; any-hit rate near 11%.
